# PfGluPho inh = PfG6PD (Plasmodium falciparum) enzyme inhibition; PfGluPho enzyme, NADPH resazurin-diaphorase fluorescence; inhibition, % at 20 µM; 350,000 tested, 0.78% active; AID 504690;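 active means inhibition reaching at least a set limit at 20 µM in the primary screen, cut at about 59% in these data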;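 further: 0% = DMSO wells with substrate and 100% = DMSO wells lacking glucose-6-phosphate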
# mIAP block = blocks mouse intestinal alkaline phosphatase; 330,000 tested, 0.2% active; inhibition, % at 10 µM; AID 2806; purified mouse IAP, CDP-Star luminescence, 30 min;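 active means inhibition of at least 40% at 10 µM in the primary screen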;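 further: plate controls were DMSO with enzyme for no effect and no enzyme wells for full effect; values of inactives mirror those of a sister screen read the other way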
# hIAP act = increases human intestinal alkaline phosphatase activity | P09923 | 330,000 tested, 0.16% active | activation factor at 10 µM | purified human IAP, CDP-Star luminescence, 30 min; hits give high values; 1 = vehicle-only enzyme, 0 = enzyme-free background;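 active means activation factor of the enzyme at least 2-fold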; further: the source names both 10 and 20 µM as test concentration; values of inactives mirror those of a sister screen read the other way
# mIAP activ = mouse IAP activation. muIAP, CDP-Star luminescence, 30 min; hits give high values; 1 = vehicle-only enzyme signal, 0 = enzyme-free wells. activation factor at 10 µM. 330,000 tested, 0.24% active. AID 2805;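 active means activation factor of at least 2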; further: the source names both 10 and 20 µM as test concentration; values of inactives mirror those of a sister screen read the other way
#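 Assay system: mouse IAP enzyme / Compound: DMSO-dissolved test compounds / Timing: 30 min, room temperature / Measured by: luminescence from enzymatic CDP-Star hydrolysis / Control set: DMSO-only wells, enzyme-free buffer wells as negative control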
# A3A deaminase = blocks human APOBEC3A ssDNA deamination; P31941; recombinant A3A, FAM/TAMRA ssDNA deamination fluorescence; inhibition, % at 20 µM; 330,000 tested, 0.41% active;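 active means at least 40% inhibition at 20 µM here, with at most 30% in a related deaminase screen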;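 further: plate controls were A3A with DMSO for no effect and wells lacking A3A enzyme for full effect; some results filed as inactive read as strong as hits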
# Target sequence (P31941 whole entry, looked up): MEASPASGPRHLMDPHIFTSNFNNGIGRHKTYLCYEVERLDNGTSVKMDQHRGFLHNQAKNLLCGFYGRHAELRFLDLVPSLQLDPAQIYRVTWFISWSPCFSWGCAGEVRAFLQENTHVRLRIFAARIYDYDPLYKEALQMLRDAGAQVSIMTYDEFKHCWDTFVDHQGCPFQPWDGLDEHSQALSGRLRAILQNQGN
# ATG4B inh = ATG4B (human) cysteine protease inhibition | Q9Y4P1 | ATG4B cleavage of LC3-PLA2, NBD-HPC fluorescence, 1 h | inhibition, % at 8.33 µM | 340,000 tested, 0.51% active; in the data active means inhibition above about 40%
# Target sequence (Q9Y4P1 whole entry, looked up): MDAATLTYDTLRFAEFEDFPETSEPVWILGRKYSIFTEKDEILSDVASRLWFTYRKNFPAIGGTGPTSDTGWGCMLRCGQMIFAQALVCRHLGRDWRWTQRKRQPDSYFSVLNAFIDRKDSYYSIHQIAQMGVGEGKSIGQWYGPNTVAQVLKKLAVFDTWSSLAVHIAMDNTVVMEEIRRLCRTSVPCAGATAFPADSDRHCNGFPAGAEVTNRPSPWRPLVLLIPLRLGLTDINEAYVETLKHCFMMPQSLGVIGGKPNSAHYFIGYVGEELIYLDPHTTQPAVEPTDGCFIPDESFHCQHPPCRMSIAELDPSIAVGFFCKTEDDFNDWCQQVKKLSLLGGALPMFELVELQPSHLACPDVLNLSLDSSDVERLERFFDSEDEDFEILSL
# HKDC1 inh = HKDC1 (human) hexokinase inhibition | Q2TB90 | recombinant HKDC1, G6PDH/diaphorase resazurin coupled fluorescence | inhibition, % at 20 µM | 340,000 tested, 0.16% active | AID 493160;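 active means inhibition above about 35% when tested at 20 µM, limit read from the data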;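 further: plate controls were DMSO wells with enzyme for no effect and DMSO wells lacking enzyme for full effect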
#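 Assay system: in-house recombinant HK5 (HKDC1) enzyme. Input: HKDC1 at 5 µg/mL. Medium: Tris pH 8.0 buffer with MgCl2, Tween-20, BSA, BME. Dosing: single 20 µM dose. Schedule: 90 min reaction incubation at room temperature, dark. Signal: resazurin-to-resorufin fluorescence via G6PDH and diaphorase coupling, 525/613 nm. Controls: DMSO-enzyme wells negative, buffer-substituted wells positive.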
# hIAP block = human IAP inhibition; P09923; 330,000 tested, 0.12% active; inhibition, % at 10 µM; purified IAP, CDP-Star luminescence, 30 min;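 active means inhibition reaching a set limit with compound at 10 µM in the primary screen, cut at about 35% in these data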;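 further: plate controls were DMSO wells with enzyme for no effect and no-enzyme buffer wells for full effect; values of inactives mirror those of a sister screen read the other way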
# Starred values were filed as active, the others as inactive.
item	canonical_smiles	hIAP act	HKDC1 inh	hIAP block	PfGluPho inh	mIAP activ	ATG4B inh	mIAP block	A3A deaminase
1	Cc1cc(N/N=C/c2ccccc2)nc(N)n1	0.96	-7	4	11	1.1	13	-8	-1
2	CCC(C)NC(=O)c1ccccc1NC(=O)C1COc2ccccc2O1 (stereo not given)	0.86	-5	14	2	0.98	-3	2	-5
3	Cc1ccc(S(=O)(=O)N(CC(=O)Nc2ccc(C)c(Cl)c2)C(=O)N2CCN(C)CC2)cc1	0.86	-5	14	-11	0.96	5	4	-1
4	CC1CCN(C(=O)CSc2nnc(CNC(=O)c3ccc(S(=O)(=O)N(C)C)cc3)o2)CC1	1.2	-8	-18	-4	0.98	3	2	-3
5	CN(CC(=O)N1CCc2ccccc21)S(=O)(=O)c1ccc(Br)s1	1.2	6	-25	-4	1	19	-4	-6
6	N#Cc1c(-c2ccccc2)nc(SCC(=O)Nc2nnc(C(F)(F)F)s2)[nH]c1=O	0.96	-14	4	-39	1.1	17	-6	1
7	COc1cc(/C=C/C(=O)OCC(=O)NCc2cccs2)ccc1OC(F)F	0.99	14	1	10	1.2	-8	-15	-6
8	CCCCOC(=O)Nc1nnc(CC(=O)NCc2ccccc2)s1	1	-5	-1	2	1.1	2	-6	-1
9	COc1ccc(OCc2nnc(SCc3ccc(C(=O)O)cc3)o2)cc1	1	-8	-4	-26	0.96	10	4	0
10	CCCS(=O)(=O)c1nc(S(=O)(=O)c2ccc(C)cc2)c(N2CCCC(C)C2)s1 (stereo not given)	0.93	-4	7	14	0.94	4	6	-2
11	O=S(=O)(c1ccccc1C(F)(F)F)N1CCN(c2ncnc3sccc23)CC1	0.97	1	3	7	0.88	-5	12	-4
12	Cc1cc(C)n2nc(SCC(=O)N(C)c3ccccc3)nc2n1	0.85	1	15	-4	0.99	-2	1	-2
13	Cc1cccc(OCCC(=O)NCC(=O)Nc2cccc(C)c2C)c1	0.98	-4	2	105*	1	-4	0	8
14	O=C(Cc1ccc(O)cc1)N/N=C/c1cccnc1	0.86	-4	14	-6	1.1	3	-8	-1
15	OC(C#CCN1CCOCC1)(c1ccccc1)C1CC1 (stereo not given)	1.1	-1	-14	3	1.1	-13	-7	-2
16	CCCCn1c(N)c(NCc2ccccc2)c(=O)[nH]c1=O	0.98	-3	2	37	0.98	-28	2	-4
17	NC(=O)C1CCN(C(=O)C2(NC(=O)Nc3cccc(F)c3)CCCCC2)CC1	0.93	-4	7	8	0.98	0	2	-4
18	CCN1CCN(CCCNC(=O)C2c3ccccc3C(=O)N(C)C2c2ccc(OC)cc2)CC1 (stereo not given)	0.88	-2	12	4	1.1	-2	-10	-4
19	O=C(Cc1ccccc1[N+](=O)[O-])NCCCc1ccccc1	1	-6	-4	2	0.94	-1	6	-5
20	COc1cc(OC)cc(C(=O)NC(=S)Nc2ccc3[nH]c(=O)[nH]c3c2)c1	0.82	-4	18	2	0.88	-4	12	-5
21	CCOC(=O)c1ccc(N2C(=O)CC(N3CCN(C(=O)c4ccccc4)CC3)C2=O)cc1 (stereo not given)	0.91	-7	9	8	0.94	-1	6	-4
22	CC(C)CC(=O)Nc1nnc(S(=O)(=O)N2CCc3ccccc32)s1	0.94	-4	6	-6	0.88	1	12	-3
23	CN(C)CCC#CC(O)(c1ccccc1)c1ccccc1	0.95	-8	5	9	0.95	-3	5	0
24	Cc1ccc(NS(=O)(=O)c2c(C)[nH]c(C)c2C(=O)N2CCCC2)cc1	1	0	-2	13	1.1	-2	-9	-5

# Some of these compounds in order of heavy-atom count, highest first:
item	canonical_smiles	hIAP act	HKDC1 inh	hIAP block	PfGluPho inh	mIAP activ	ATG4B inh	mIAP block	A3A deaminase
17	NC(=O)C1CCN(C(=O)C2(NC(=O)Nc3cccc(F)c3)CCCCC2)CC1	0.93	-4	7	8	0.98	0	2	-4
19	O=C(Cc1ccccc1[N+](=O)[O-])NCCCc1ccccc1	1	-6	-4	2	0.94	-1	6	-5
14	O=C(Cc1ccc(O)cc1)N/N=C/c1cccnc1	0.86	-4	14	-6	1.1	3	-8	-1

# (listing goes on)
item	canonical_smiles	hIAP act	HKDC1 inh	hIAP block	PfGluPho inh	mIAP activ	ATG4B inh	mIAP block	A3A deaminase
25	COc1cc([N+](=O)[O-])ccc1NC(=O)NNC(=O)C(C)Oc1ccc(F)cc1F (stereo not given)	1.6	-6	-63	0	0.86	0	14	0
26	Cc1noc(C)c1C(=O)Nc1nc(-c2cccs2)cs1	0.81	-3	18	-3	0.97	0	3	0
27	O=C(O)CSc1nnc2n(-c3ccccc3)c(=O)c3ccccc3n12	1.1	-6	-7	-11	1	19	0	-3
28	O=C(CCCCCn1c(=O)[nH]c2ccccc2c1=O)NCCc1c[nH]c2ccccc12	0.94	-2	6	-4	1	-12	-2	-2
29	Nc1cc(N)nc(SCc2cccc(F)c2)n1	0.91	-8	10	0	1	10	-1	7
30	CSCC[C@H](NC(=O)COc1ccc(Cl)cc1)C(=O)N1CCC2(CC1)NCCc1[nH]cnc12	1.1	6	-11	-6	0.98	2	2	0
31	Cc1cccc(OCC(=O)NCC(c2ccco2)N2CCCC2)c1 (stereo not given)	1.2	-1	-20	13	0.97	-2	3	-4
32	CCNC(C(=O)c1c[nH]c2c(CC)cccc12)c1ccccc1 (stereo not given)	0.93	-5	7	15	1	2	-4	-1
33	Cc1cccc(OC(=O)NCCOC(=O)N(O)c2ccc(Cl)cc2)c1	0.93	0	8	0	0.97	1	3	8
34	O=C(NCC1CCCO1)c1cccc(-n2cnnn2)c1 (stereo not given)	1.1	1	-7	4	1.1	-6	-11	-8
35	Cc1cn(S(=O)(=O)c2ccc(Br)cc2)cn1	0.98	-6	2	-8	0.94	3	6	2
36	CNC(=S)N(CCc1ccccc1)Cc1cc2cc(OC)c(OC)cc2[nH]c1=O	0.91	-2	9	-1	1.1	-14	-6	1
37	Cc1ccc(C(=O)OCc2ccc3c(c2)OCO3)cc1S(=O)(=O)N1CCCCC1	0.78	9	22	3	0.96	-3	4	2
38	Cc1ccc(NC(=O)CSCC(=O)Nc2nnc(C3CC3)s2)cc1	0.94	-5	6	-1	0.97	1	3	5
39	CC1(C)Cc2c(cnn2-c2cccc(F)c2)C(NC(=O)C2CCOCC2)C1 (stereo not given)	1.1	-8	-14	4	1	-1	-4	0
40	Cc1ccc(Oc2ccccc2NC(=O)CN2C(=O)NC3(CCCC3)C2=O)cc1	1.1	-1	-5	9	1	-2	-2	0
41	Cc1cc(O)c2c(c1)C(O)(C1OC(CO)C(O)C(O)C1O)c1cccc(O)c1C2=O (stereo not given)	1	0	-3	16	1.1	1	-12	-4
42	COC(=O)COc1cccc(NS(=O)(=O)c2cccc([N+](=O)[O-])c2)c1	1.1	-4	-14	-2	1.1	-13	-12	7
43	COc1ccc(/C=C/c2nnc(NC(=O)COc3cccc(C)c3)s2)cc1	0.93	-5	8	-14	0.89	12	11	-5
44	O=C(CCN1CCCCC1)NNC(=O)C12CC3CC(CC(C3)C1)C2	1	-6	-2	9	0.94	1	6	-1
45	Cc1ccc(/C=C/C(=O)OCC(=O)NCc2ccc(Cl)cc2)o1	0.89	-7	11	31	1.1	-12	-10	2
46	Cc1ccc(S(=O)(=O)NCC(C)n2nc(C)nc2C)cc1 (stereo not given)	0.97	-3	3	0	0.93	-3	7	-3
47	Cc1cc(OCCN2CCCCC2)nc2ccccc12	1.1	-3	-15	-1	0.89	3	11	1
48	CC(C)Cc1ccc(/C=C/C(=O)N2CCCCC2)cc1	0.98	-3	2	-2	0.94	8	6	-3
49	CCN1CCN(c2oc(-c3ccco3)nc2C#N)CC1	0.94	-4	6	-3	0.97	3	2	-1
50	CC1CCC(NC(=O)C2CCN(c3cnccn3)CC2)CC1 (stereo not given)	0.97	-1	3	-7	1.1	3	-5	0
51	O=C(CCCn1c(=S)[nH]c2cc3c(cc2c1=O)OCO3)NC1CC1	1.3	-3	-30	4	1.1	-3	-6	-6
52	CCOc1ccc(NC(=O)CN(C)C(=O)COc2cccc(CC)c2)cc1OCC	1	-5	-4	7	0.95	-9	5	3
53	COc1ccc(NC(=O)C(OC(=O)c2ccc([N+](=O)[O-])o2)c2ccccc2)cc1Cl (stereo not given)	0.89	6	11	10	0.97	-19	3	0
54	COC(=O)C1=CN(c2ccc(OC)cc2)C=C(C(=O)OC)C1c1cc(OC)c(OC)cc1OC	1.2	-2	-23	-8	1.1	4	-8	-2
55	CN(CCCN1CCOCC1)Cc1cn(C)nc1-c1ccccc1F	1.1	-5	-13	2	0.97	2	3	4
56	CC(C)Cn1c(SC(C)C(=O)NCC2CCCO2)nc2ccc(Cl)cc2c1=O (stereo not given)	0.98	-2	2	3	1.1	7	-7	2
57	O=C(CC1C(=O)NCCN1Cc1ccc(-c2ccccc2)cc1)NC1CCC1 (stereo not given)	1.4	-5	-35	-4	1	-1	-2	-1
58	COc1ccccc1C(=O)NC(CCSC)C(=O)N1CCN(C/C=C/c2ccccc2)CC1 (stereo not given)	1.1	-2	-7	5	0.92	-5	8	-3
59	CC(=O)c1ccc(OCC(O)CNCc2ccc3c(c2)OCO3)cc1 (stereo not given)	0.9	-1	10	19	1.1	1	-10	2
60	Cc1onc(-c2ccccc2)c1-c1csc(N/N=C/c2ccccc2Cl)n1	0.99	0	1	0	0.96	6	4	1
61	Cc1ccn2cc(CCNS(=O)(=O)c3ccc([N+](=O)[O-])cc3)nc2c1	1.1	-3	-6	9	0.97	11	3	-1
62	CC(=O)c1ccccc1NC(=O)c1ccc(N2CCCC2=O)cc1	0.96	4	4	16	1	3	-2	3
63	CCCNc1c(NS(=O)(=O)c2ccc(Br)cc2)c(=O)oc2ccccc12	0.97	4	3	4	0.91	-4	9	-2
64	COc1ccccc1NS(=O)(=O)c1cccc(C(=O)NCC(c2ccccc2OC)N2CCCC2)c1 (stereo not given)	0.92	1	8	-9	1.1	4	-10	2
65	Cc1ccc(Cc2nnc(SCC(=O)Nc3ccccc3C)[nH]c2=O)cc1	0.94	7	6	-18	0.94	-1	6	-1
66	COC(=O)c1ccc(NC(=O)c2ccccc2NS(=O)(=O)c2ccccc2)cc1	0.93	-6	7	-26	0.97	-3	3	1
67	CCc1cc(CNC(=O)C2CCC(=O)N(CCc3cccc(F)c3)C2)on1 (stereo not given)	1	-9	-4	-8	1	-4	0	4
68	O=C1NC[C@@H](c2ccccc2)OC(=O)[C@H](Cc2ccc(F)cc2)C/C=C\C[C@H]1CC(=O)N(CCO)Cc1ccccc1	0.85	-4	15	-2	1	-11	-1	1
69	COc1ccc(N2CCN(Cc3nc(N)nc(N4CCCc5ccccc54)n3)CC2)cc1	1	4	-3	1	1.1	-9	-6	-7
70	Cc1ccc(CC(=O)Nc2cc(C)on2)cc1	0.96	-6	4	9	1.1	4	-10	-3
71	CSc1cccc(NC(=O)CN(c2ccccc2)S(=O)(=O)N(C)C)c1	1.1	-8	-6	15	1.1	-4	-6	10
72	COc1ccc(N(C(C)C(=O)N2CCCC2)S(C)(=O)=O)cc1 (stereo not given)	1.1	-2	-8	-9	0.98	-5	2	3

# By substructure, the entries above containing a COOH group.
item	canonical_smiles	hIAP act	HKDC1 inh	hIAP block	PfGluPho inh	mIAP activ	ATG4B inh	mIAP block	A3A deaminase
9	COc1ccc(OCc2nnc(SCc3ccc(C(=O)O)cc3)o2)cc1	1	-8	-4	-26	0.96	10	4	0
27	O=C(O)CSc1nnc2n(-c3ccccc3)c(=O)c3ccccc3n12	1.1	-6	-7	-11	1	19	0	-3
